Source: PubChem BioAssay (National Center for Advancing Translational Sciences (NCATS))
Pin1 inh: blocks the human prolyl isomerase Pin1; Q13526; Pin1 FP peptide displacement, HiFluor488, 10 min; Potency, µM (titrated, usually from 115 µM), without a hit: at the top dose activity, negative = inhibition, actives largely listed as inhibitors; actives 0.009% (n = 390,000); active means well fitted inhibition curve with a large enough effect in the polarisation, with a control signal flat, not every such curve was filed as active; inconclusive means small, poorly fitted or top-dose-only effect, or effect the other way, or a change in a side signal; inactive means no such curve, though single readings can be large or run the other way; the % refers to the polarisation; further: potency means the concentration at half of the fitted maximal effect; on the % scale 0 is the no-effect control and ±100 the full control effect
Target sequence (Q13526 whole entry, looked up): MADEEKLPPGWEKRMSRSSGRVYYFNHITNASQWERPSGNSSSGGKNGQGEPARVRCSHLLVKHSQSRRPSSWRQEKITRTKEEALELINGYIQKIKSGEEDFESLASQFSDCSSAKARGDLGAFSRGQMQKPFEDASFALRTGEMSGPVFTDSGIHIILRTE
IDH1 R132H inh: inhibitors of human mutant IDH1 R132H; O75874; Potency, µM (doses to about 76.6 µM), inactives show at the top dose activity change, negative = inhibition, most hits filed as inhibitors; actives 0.093% (n = 390,000); IDH1-R132H enzyme, NADPH consumption, diaphorase/resazurin fluorescence; AID 602179; further: potency means the concentration at half of the fitted maximal effect; on the % scale 0 is the no-effect control and ±100 the full control effect; nearly all actives have a fitted effect of over 65% in size
Target sequence (O75874 whole entry R132H, stated change not applied): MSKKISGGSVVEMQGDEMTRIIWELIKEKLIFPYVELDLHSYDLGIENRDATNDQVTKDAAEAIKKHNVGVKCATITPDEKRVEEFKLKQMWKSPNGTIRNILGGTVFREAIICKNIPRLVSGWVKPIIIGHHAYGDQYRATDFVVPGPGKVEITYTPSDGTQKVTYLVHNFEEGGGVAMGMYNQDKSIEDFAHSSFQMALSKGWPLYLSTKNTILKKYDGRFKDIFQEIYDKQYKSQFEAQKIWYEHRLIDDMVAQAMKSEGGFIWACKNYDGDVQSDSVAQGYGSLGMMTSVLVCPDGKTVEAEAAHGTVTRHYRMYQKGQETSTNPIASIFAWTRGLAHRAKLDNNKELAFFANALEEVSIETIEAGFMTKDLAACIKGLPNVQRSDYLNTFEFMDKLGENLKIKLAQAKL
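IDH1-R132H (0.5 ug/mL) preincubated 30 min with compound, then NADPH (0.016 mM) and alpha-KG (2 mM) added; 80 min at RT, pH 7.5. Remaining NADPH coupled via diaphorase/resazurin to fluorescence (540/590 nm); concentration-response curves normalized to no-enzyme control.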
HP1b binding inh: HP1-beta chromodomain-methylated histone interaction inhibition | P83916 | AlphaScreen HP1-beta / biotin-H3K9me3 peptide binding | Potency, µM (top dose mostly 114 µM), without a hit: at the highest dose activity change, negative = inhibition, actives largely listed as inhibitors | actives 0.56% (n = 390,000) | AID 540317; further: potency means the concentration at half of the fitted maximal effect; nearly all actives have a fitted effect of over 70% in size; inactives centre near 23
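HP1-beta protein (50 nM final) preincubated 30 min at room temperature with biotinylated H3(1-18)K9me3 peptide (50 nM) in PBS pH 7.4, 0.01% Tween-20, then compound added for 30 min. AlphaScreen streptavidin donor/nickel chelate acceptor beads (10 ug/mL final), 30 min dark, luminescence read.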
GLS inh: blocks human kidney-isoform glutaminase activity. O94925. GLS enzymatic activity, qHTS titration. Potency, µM (series often up to 45.5 µM), inactives show at the highest dose activity change, negative = inhibition, actives largely listed as inhibitors. actives 0.21% (n = 410,000). AID 624170; further: potency means the concentration at half of the fitted maximal effect; on the % scale 0 is the no-effect control and ±100 the full control effect
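hKGA in 45 mM KH2PO4 (pH 8.2), 0.02% Tween-20 with compound, then 1mM L-Glutamine (stock as added) plus glutamate oxidase/HRP/Amplex red coupling mix. Fluorescence read initially and after 30 min at RT; signal change reflects glutamate formation.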
Tb PGK inh: T. brucei PGK inhibition; P07378; AID 602233; PGK/GAPDH coupled, Kinase-Glo luminescence, 60 min; Potency, µM (doses to about 57.5 µM), for the others: at the top dose activity change, negative = inhibition, hits mostly inhibitors; actives 0.043% (n = 380,000); further: potency means the concentration at half of the fitted maximal effect; on the % scale 0 is the no-effect control and ±100 the full control effect; nearly all actives have a fitted effect of over 60% in size
Target sequence (P07378 whole entry, looked up): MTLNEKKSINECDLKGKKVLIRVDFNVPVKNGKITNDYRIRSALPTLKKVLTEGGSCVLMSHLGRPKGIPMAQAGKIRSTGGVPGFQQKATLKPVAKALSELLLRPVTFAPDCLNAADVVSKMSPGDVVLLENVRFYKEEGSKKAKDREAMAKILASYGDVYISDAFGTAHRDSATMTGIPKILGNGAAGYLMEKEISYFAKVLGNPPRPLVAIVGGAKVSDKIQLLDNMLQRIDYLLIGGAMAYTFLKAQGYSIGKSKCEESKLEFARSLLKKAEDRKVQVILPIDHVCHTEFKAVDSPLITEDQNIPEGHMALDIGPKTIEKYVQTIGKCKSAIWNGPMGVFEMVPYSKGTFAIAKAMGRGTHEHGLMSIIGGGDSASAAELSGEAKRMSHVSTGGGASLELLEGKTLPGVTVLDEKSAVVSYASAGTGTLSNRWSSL
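Luminescent ATP detection (Kinase-Glo Plus) follows a 60-minute room-temperature incubation, with wells lacking PGK as controls. Buffer: 100 mM TEA (pH 7.6), 5 mM MgCl2, 0.01% Tween-20. Coupling enzyme GAPDH (100 nM final) supplies unstable 1,3-BPG in-well.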
USP1-UAF1 inh: inhibitors of human USP1/UAF1 deubiquitinase. Potency, µM (series often up to 57.1 µM), for inactives: at the highest dose activity change, negative = inhibition, most hits filed as inhibitors. recombinant USP1/UAF1, Ub-Rhodamine cleavage fluorescence. actives 0.23% (n = 390,000); further: potency means the concentration at half of the fitted maximal effect; on the % scale 0 is the no-effect control and ±100 the full control effect; nearly all actives have a fitted effect of over 60% in size; inactives centre near -12
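USP1/UAF1 complex (1 nM) preincubated 15 min at room temperature with compound, then Ub-Rho substrate (150 nM final) added. Kinetic fluorescence at 480/540 nm over 6 reads at 60 s intervals; 50 mM HEPES pH 7.8, 0.5 mM EDTA, 0.1 mg/ml BSA, 1 mM TCEP, 0.01% Tween-20.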
TrxR1 inh: blocks rat thioredoxin reductase 1; O89049; Potency, µM (titrated, usually from 114 µM), for the others: at the highest dose activity change, negative = inhibition, hits mostly inhibitors; recombinant rTrxR1, NADPH fluorescence consumption, selenite substrate; AID 588453; actives 1% (n = 390,000); further: potency means the concentration at half of the fitted maximal effect; on the % scale 0 is the no-effect control and ±100 the full control effect; nearly all actives have a fitted effect of over 65% in size
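Rat TrxR1 (90 nM in the dispensed reagent) was pre-reduced with 400 uM NADPH for 5 min at room temperature, then incubated with compound for 15 min. After 400 uM selenite was added, NADPH fluorescence (Ex 340/Em 450 nm) was followed for 8 min.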
TrxR1 substrate: substrates of rat thioredoxin reductase 1 | purified TrxR1 substrate turnover, NADPH consumption readout | Potency, µM (titrated, usually from 114 µM), for inactives: at the top dose activity change, negative = substrate turnover | actives 0.01% (n = 390,000); further: potency means the concentration at half of the fitted maximal effect; on the % scale 0 is the no-effect control and ±100 the full control effect; nearly all actives have a fitted effect of over 50% in size
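Rat TrxR1, dispensed at 90 nM, was prereduced with 400 uM NADPH (final) for 5 min at ~22 deg C, then incubated with compound 15 min before 400 uM selenite. A first-read NADPH fluorescence drop versus no-compound background flagged substrates.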
PI4K2A inh: PI4K2A (human) kinase inhibition; AID 1346378; Q9BTU6; activity change, negative = inhibition, % at 76.9 µM; actives 0.13% (n = 420,000); purified PI4K2A, ADP-Glo luminescence, 1 h; hits give low values; in the data active means activity change below about -50%; inconclusive means mostly about -30% to -49%;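 further: -100% = wells without enzyme as full effect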
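Compounds are screened against recombinant PI4K2A using PI as substrate and ATP, the latter dispensed at 300 microM. Reactions run one hour at ambient temperature before ADP-Glo detection; full inhibition defined by wells lacking enzyme.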
Active calls of the source: *; i = inactive; ? = inconclusive; . = not tested or not shown; [ ] = dose if it differs, or a comment. Unless noted, the call rests on the fitted dose curve; in most records, active means well fitted curve in the direction sought with a large enough effect; inconclusive means small, poorly fitted or top-dose-only effect, or another doubt; inactive means no such curve, though single readings can be large; an effect the other way counts as inactive or inconclusive. These rows are one share of the data (hit frequency here may not be typical).

Molecule	Pin1 inh	IDH1 R132H inh	HP1b binding inh	GLS inh	Tb PGK inh	USP1-UAF1 inh	TrxR1 inh	TrxR1 substrate	PI4K2A inh
O=C(CN1C(=O)CC(c2ccccc2)Sc2ccccc21)NCC1CCCO1 (configuration not stated)	-0.5%	24.5%	29.2%	11.3%	2.1%	-11.1%	9.8%	2.0%	0.3
Brc1ccc(Nc2nc(-c3cccnc3)cs2)cc1	6.7%	5.2%	30.7%	?	i	-14.6%	10.4%[57.1 µM]	-2.5%	-2.3
Cc1nc(SCC(=O)NC(=O)NC(C)(C)C)nc(C)c1C	-1.8%	-8.4%	21.8%[57 µM]	-5.6%	7.6%	-8.7%	19.4%	5.0%	0.5
CCCCNC(=S)N(CCCN(C)C)Cc1cc2cc3c(cc2[nH]c1=O)OCO3	-12.8%	-4.2%	29.7%	6.4%	3.6%	-5.8%	29.6%	34.0%[activator]	-3.0
COCCSc1nnc(NS(=O)(=O)c2ccc(F)cc2)s1	6.0%	-2.4%	36.4%	3.0%	0.5%	-17.4%	-1.0%	-3.5%	4.3
CC1=C(C(=O)OCCBr)C(c2cccc3ccccc23)NC(=O)N1 (configuration not stated)	-12.4%	6.9%	-13.0%	8.4%	-8.5%	-20.0%	-13.4%[57.1 µM]	4.9%[57.1 µM]	-2.1
CC(C)C(c1nnnn1Cc1cccs1)N1CCN(C(=O)c2ccco2)CC1 (configuration not stated)	0.7%	-2.1%	-16.1%	0.0%	-0.9%	?	-2.8%[57.1 µM]	1.0%[57.1 µM]	0.7
Cc1cccc(OCc2nnc(SCC(=O)c3ccccc3)o2)c1	-0.5%	3.8%	142.5%[activator]	3.2%	3.2%	-19.6%	13.2%[57.1 µM]	6.8%[57.1 µM]	6.2
COc1ccc(/C=C/C(=O)NC2CC3CCC2C3)cc1 (configuration not stated)	4.1%	-1.8%	41.2%[activator]	-3.6%	-6.7%	-10.9%	12.1%	-6.6%	2.1
O=C(NCC(c1cccnc1)N1CCN(c2ccccc2F)CC1)OCc1ccccc1 (configuration not stated)	-2.1%	2.4%	23.8%	2.2%	-2.9%	-5.7%	1.3%[57.1 µM]	9.0%[57.1 µM]	-4.5
Cc1ccc(Cl)cc1NC(=O)CSc1nc2c(c(=O)[nH]1)CN(Cc1ccccc1)CC2	17.7%	-21.2%	40.4%[activator]	3.1%	-2.3%	-19.7%	16.8%	2.0%	-2.3
CN(C)CC(C)(C)CNC(=O)C1CCN(Cc2ccccc2O)CC1	-8.4%	4.0%	?	30.4%	5.0%	-8.2%	8.6%	8.4%	7.5
COc1ccc(CNC(=O)CSc2nnc3c(n2)[nH]c2ccc(OC)cc23)cc1	28.0%	3.5%	21.2%	1.4%	0.4%	-17.5%	8.1%[57.1 µM]	5.9%[57.1 µM]	-5.0
Cc1ccc(C(=O)O)cc1NC(=S)NC(=O)Cc1ccccc1	-12.1%	1.6%	32.9%	12.6%	-7.5%	3.0%	17.0%	7.5%	-1.5
O=C1CC(N2CCN(c3ccccc3F)CC2)C(=O)N1c1ccc2c(c1)OCCO2 (configuration not stated)	-1.2%	2.2%	35.0%[activator]	-13.1%	i	-12.9%	-19.9%	-9.8%	-4.7
CC/C=C/C(=O)N1CC2(CC(c3cccc(NC(=O)c4ccccc4)c3)=NO2)C[C@@H]1C(N)=O (some centres not stated)	-1.4%	0.8%	15.9%	2.1%	-8.3%	-15.6%	-28.7%	3.7%	-1.8
CCOc1ccc(NC(=O)CSC2=Nc3ccccc3C3=NC(Cc4ccccc4)C(=O)N23)cc1 (configuration not stated)	56.3%[activator]	27.3%	2.1%	15.0%	1.7%	-12.7%	11.3%[57.1 µM]	-7.2%[57.1 µM]	-0.3
CC(=O)N1CCCC1C(=O)O (configuration not stated)	-0.5%	9.4%	72.5%[activator]	-4.8%	-0.2%	-24.8%	34.3%	12.1%	1.4
Cn1c(SCC(=O)c2ccccc2)nnc1-c1ccncc1	-1.0%	-2.1%	32.4%	-1.5%	i	-7.3%	15.2%[57.1 µM]	-1.4%[57.1 µM]	7.3
CCOC(=O)Nc1c(Cl)[nH]c(=O)n(C)c1=O	-9.1%	-0.7%	20.1%	1.9%	-2.9%	-17.5%	13.5%[57.1 µM]	8.8%[57.1 µM]	5.0
CC(C)N(C(=O)CSc1nnc(-c2cc3ccccc3cc2O)n1Cc1ccco1)C(C)C	16.5%	2.6%	11.2%	5.0%	-0.5%	-21.3%	?	3.2%[57.1 µM]	-8.5
Cc1oc(-c2ccccc2F)nc1CS(=O)CC(=O)NCc1cccs1 (configuration not stated)	0.6%	2.6%	34.7%	1.6%	3.6%	0.5%	?	5.0%[57.1 µM]	-0.1
CCCNc1nc(C)cc(-c2cc(C(=O)Nc3ccccc3)on2)n1	-1.3%	7.8%	39.7%[activator]	-2.0%	2.2%	-22.4%	21.9%[57.1 µM]	10.1%[57.1 µM]	1.0
OC1(C#CCCN2CCCCC2)c2ccccc2-c2ccccc21	-0.6%	18.5%	29.2%	-2.3%	i	-21.6%	10.8%[57.1 µM]	6.6%[57.1 µM]	2.5
COC(=O)Nc1nnc(/C=C/c2ccccc2)s1	5.9%	-0.2%	?	11.7%	3.9%	-8.4%	-18.8%	70.3%[activator]	0.6
O=C(C1CCC1)N1CCc2cc(S(=O)(=O)NCc3ccco3)ccc21	1.0%	7.0%	14.5%	2.4%	-8.8%	-16.1%	-3.3%	2.3%	1.4
CC(=O)NCCOc1nc(N2CCCCC2)nc(N2CCCCC2)n1	-0.1%	1.7%	15.7%	-28.4%	-4.4%	-10.8%	20.9%[57.1 µM]	-2.4%[57.1 µM]	-0.5
CN(C1CCS(=O)(=O)C1)S(=O)(=O)c1ccc(N2CCCC2=O)cc1 (configuration not stated)	5.4%	0.2%	20.7%	-0.7%	-0.7%	-11.8%	25.1%	11.1%	0.8
CCCCn1c(CNC(=O)CC)nc2ccccc21	-0.9%	-7.5%	-1.3%	4.6%	-0.8%	-1.8%	-0.1%[57.1 µM]	4.8%[57.1 µM]	1.0
NNC(=O)c1ccccc1CO	-0.2%	1.8%	27.5%	23.4%	-9.0%	-28.0%	5.1%	2.7%	-3.7
COc1ccc(N(CC(=O)NCc2ccc(F)cc2)C(=O)c2snc(C(N)=O)c2N)cc1	-9.5%	-3.1%	17.8%	0.8%	-7.1%	-8.5%	14.3%[57.1 µM]	11.0%[0.0914 µM]	-0.9
CC(C)(C)CC(=O)Nc1nnc(SCC(=O)Nc2ccccc2F)s1	-0.4%	-0.6%	26.7%	-1.9%	-9.4%	-12.7%	22.1%	-2.0%	5.1
O=C(CN1CCCCC1)N/N=C/c1ccccc1Br	-4.7%	0.0%	11.4%	8.8%	-8.3%	1.2%	21.0%	1.8%	-1.8
O=Cc1c(NCCc2cccc(F)c2)c2ccccc2[nH]c1=O	-2.0%	1.6%	45.9%	-5.4%	-0.1%	-12.5%	13.3%[57.1 µM]	-6.8%[57.1 µM]	0.0
O=C1Cc2cc(S(=O)(=O)NCc3ccccc3Cl)cc3c2N1CCC3	4.4%	-6.3%	48.6%[activator]	-7.2%	-2.2%	-8.4%	11.9%	3.4%	4.0
O=C(NC(Cc1ccccc1)C(=O)O)/C(=C\c1ccco1)NC(=O)c1ccccc1 (configuration not stated)	.	7.3%	-12.8%	?	-7.6%	-15.9%	?	-11.2%	6.1
Cc1nn(CCCC(=O)NCc2ccc(F)cc2)c(=O)c2c1sc1ccccc12	33.6%[activator]	4.8%	29.2%	-3.8%	-7.6%	-10.5%	18.2%	4.8%	-1.2
CC(=O)c1c(C)[nH]c(C(=O)OCc2cc(-c3ccco3)on2)c1C	28.5%	-6.5%	13.5%[57 µM]	18.7%	-8.4%	-16.8%	5.3%	2.5%	6.2
CC(C)(C)c1ccc(Oc2ccc(NC(=O)CCC(=O)OCC(=O)c3ccccc3)cc2)cc1	5.0%	-7.7%	25.5%	-2.0%	i	-16.4%	13.3%	1.1%	2.7
Cc1ccc(N(C(=O)CNC(=O)c2ccco2)C(C(=O)NCC2CCCO2)c2ccccc2)c(C)c1 (configuration not stated)	5.3%	-6.1%	27.5%	0.6%	4.7%	4.7%	2.1%[57.1 µM]	6.1%[0.0914 µM]	2.4
Cn1c(=O)c(=O)n(C)c2cc(S(=O)(=O)N3CCN(C4CCCCC4)CC3)ccc21	-1.1%	5.1%	29.4%	-1.3%	-4.2%	-11.0%	18.6%	9.1%	-0.2
COc1ccc(NC(=O)c2ccccc2NC(=O)CSc2ccc(Cl)cc2)cc1	-3.0%	6.2%	26.3%	1.1%	-6.6%	-19.4%	13.6%	1.7%	1.9
